LYP inhibition: PTPN22 lymphoid phosphatase activity blockers – biochemical, fluorescence intensity, uHTS (AID 1779) | recombinant LYP phosphatase, fluorescence intensity; higher % means a stronger effect | inhibition, % at 11.5 µM, or IC50 in µM where a hit was titrated | actives 0.054% (n = 290,000); in the data active = inhibition above about 50%;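 note: plate controls were vehicle with enzyme for no effect and no enzyme for full effect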
Active calls of the source: *. This is a subset; the hit share may differ from the screen's.

entry | Compound | LYP inhibition
1 | CN1C(=O)C(C)(C)c2cc(S(=O)(=O)N3CCCC(C(=O)Nc4ccc(Cl)cc4)C3)ccc21 (configuration not stated) | -8%
2 | O=C(CSc1ccccc1)Nc1ccc2c(c1)C(=O)NC2=O | -10%
3 | N#Cc1c(Cl)nsc1NCCN1CCOCC1 | -5%
4 | CCN(CC)C(=O)COc1ccc(/C(C)=N/NC(=O)c2ccccc2-n2cccc2)cc1 | -1%
5 | COc1ccc(C23CC4CC(CC(C4)C2)C3)cc1C(=O)NCCN(C)C | -10%
6 | COc1ccc(CC(=O)Nc2ccc(S(=O)(=O)N3CCCCC3)cc2)cc1OC | -4%
7 | O=C(NCCN1CCOCC1)/C(=C/c1ccc(Cl)cc1)NC(=O)c1ccccc1 | -1%
8 | Nc1oc2ccccc2c(=O)c1-c1ccc2c(c1)OCO2 | -5%
9 | CCCCC(=O)NC(c1ccccc1)c1ccc2cccnc2c1O (configuration not stated) | -6%
10 | O=C(c1ccsc1)N1CCCC(N2CCN(c3ccccc3F)CC2)C1 (configuration not stated) | -5%
11 | Cn1c(N)c(S(=O)(=O)NCc2ccc(F)cc2)c(=O)n(C)c1=O | -12%
12 | COc1ccc(-c2noc(CNC(=O)c3ccc4c(c3)OCO4)n2)cc1 | -10%
13 | Cc1csc(=O)n1CC(=O)OCC(=O)Nc1cc(Cl)ccc1[N+](=O)[O-] | -8%
14 | CCC(c1nnnn1C(C)(C)C)N1CCN(C(=O)c2ccco2)CC1 (configuration not stated) | -8%
15 | CCOc1ccc(C2/C(=C(\O)c3ccc4c(c3)OCCO4)C(=O)C(=O)N2CCN2CCOCC2)cc1OC (configuration not stated) | -5%
16 | CC(=O)N/N=C\c1ccccc1OC/C=C/c1ccccc1 | -1%
17 | O=C(NCCc1ccccc1)c1ccc2c(c1)OCO2 | -5%
18 | CC1CCCN(C(=O)Cn2nnc(-c3ccc(S(C)(=O)=O)cc3)n2)C1 (configuration not stated) | -6%
19 | COc1cccc(C(=O)COC(=O)c2cccs2)c1 | -11%
20 | CCN(C(=O)c1cc2c(s1)-c1ccccc1OC2)c1cc(OC)ccc1OC | -5%
21 | CCC(C(=O)N/N=C/c1cccnc1)c1ccccc1 (configuration not stated) | -8%
22 | COc1ccccc1C(C#N)c1cccc(Cl)n1 (configuration not stated) | -6%
23 | Cc1cc(OCC(=O)N2CCN(c3ccccn3)CC2)c(C)cc1Br | -9%
24 | Cc1ccn2c(=O)c(C(=O)NCCCN3CCCC3=O)c(O)nc2c1 | -10%
25 | O=C(NCCOC(=O)c1ccc(F)cc1)c1ccc(F)cc1 | -8%
26 | CC(C)CNS(=O)(=O)c1cc(C(=O)OCC(=O)N2CCOCC2)c(Cl)cc1Cl | -4%
27 | NC(=O)[C@@H]1CCCN1C(=O)c1ccc2nc(Cc3cccc(Cl)c3)oc2c1 | -4%
28 | CCCCOc1ccc(C2C(C(=O)c3cccs3)=C(O)C(=O)N2CCN2CCOCC2)cc1 (configuration not stated) | 4%
29 | O=C(CCS(=O)(=O)Cc1ccccc1F)NCCc1ccc(Cl)cc1 | 1%
30 | CN(Cc1ccc(OC(F)F)cc1)C(=O)c1ccccc1Sc1ccccc1C#N | -8%
31 | COc1ccc(OCc2cc(C(=O)NC(C)Cc3cnccn3)no2)c(Cl)c1 (configuration not stated) | -7%
32 | COc1ccc(CNS(=O)(=O)c2ccc(NC(=O)N3CCCCC3)cc2)cc1 | -7%
33 | COc1ccccc1N1CCN(C(=O)CCc2nnc3ccc(N4CCC(C)CC4)nn23)CC1 | -13%
34 | COc1cccc2cc(C(=O)NCCc3ccccc3)oc12 | -8%
35 | COc1cccc(C(=O)Nc2nnc(SCC(=O)Nc3ccc(NC(C)=O)cc3)s2)c1 | -3%
36 | CCCc1ccc(S(=O)(=O)N(C)S(=O)(=O)c2ccc(F)cc2)cc1 | -5%
37 | CCn1c(CC(=O)Nc2ccc(F)cc2)nnc1SCC(=O)Nc1nncs1 | -9%
38 | COc1ccc(C(=O)OCCOc2cccc(Cl)c2)cc1S(=O)(=O)N1CCOCC1 | -13%
39 | COc1ccccc1CN1CCNC(=O)C1CC(=O)NCC1CCOCC1 (configuration not stated) | -9%
40 | O=C(NCCc1cccc(F)c1)C1CCC(=O)N(CCCc2ccccc2)C1 (configuration not stated) | -11%
41 | COC(=O)C1=C(O)/C(=C\c2ccc(OCC(=O)Nc3ccc(OC)cc3)cc2)N=C1C | -7%
42 | O=C(CN1CCCN(S(=O)(=O)c2ccc(F)cc2)CC1)Nc1c(Cl)cccc1Cl | -12%
43 | CCC(C)C(NS(=O)(=O)c1ccc(C)cc1)C(=O)NCCCN1CCOCC1 (configuration not stated) | -8%
44 | Cc1ccccc1C(=O)NC(=S)NC1CC1 | -12%
45 | CCOc1ccc(S(=O)(=O)N(CC)CC)cc1NC(=O)c1ccc(N2CCCC2=O)cc1 | -9%
46 | CCOc1cccc2sc(N(CCN(CC)CC)C(=O)c3ccc(S(=O)(=O)N4CCCC4)cc3)nc12 | -7%
47 | COc1ccc(CC(O)CC2c3c(cc4c(c3OC)OCO4)CCN2C)cc1 (configuration not stated) | -8%
48 | O=C(Nc1ccccc1C(=O)NCC1CCCO1)c1ccccc1F (configuration not stated) | -6%
49 | COc1ccc(-c2csc(N(CCCN(C)C)C(=O)c3ccc(F)cc3)n2)cc1 | -4%
50 | CCc1ccc(NC(=O)C2C3CCC(O3)C2C(=O)O)cc1 (configuration not stated) | -3%

(list continues)
entry | Compound | LYP inhibition
51 | CC(C)[C@@H](N)C(=O)NCC1CCC(C(=O)N[C@@H](Cc2ccccc2)C(=O)O)CC1 (some centres not stated) | -9%
52 | COc1ccccc1C(=O)NNC(=O)CCN1C(=O)/C(=C\c2ccccc2)SC1=S | -3%
53 | O=C1NC(=O)N(c2ccccc2)C1=O | -6%
54 | COC(=O)c1ccccc1C(=O)N1CCC(CCC(=O)NC2CC2)CC1 | -13%
55 | O=C(Cn1c(NCCO)nc2ccccc21)c1ccc([N+](=O)[O-])cc1 | -6%
56 | CCN(CC)CCN(C(=O)c1ccc2ccccc2c1)c1nc2ccc(OC)cc2s1 | -7%
57 | CCOCCCNC(=O)CN1C(=O)COc2ccc(S(=O)(=O)N3CCC(C)CC3)cc21 | 5%
58 | COc1ccc(C)cc1S(=O)(=O)N1CCN(C(=O)c2ncoc2-c2ccc(C)cc2)CC1 | 2%
59 | CS(=O)(=O)N(CC(=O)Nc1ccccc1F)C1CCCCC1 | -10%
60 | COC(=O)c1ccc(NC(=O)CN2CCN(CC#N)CC2)cc1 | -3%
61 | O=C1c2ccccc2C(=O)N1c1cccc2ccccc12 | -6%
62 | CCCCNC(=O)N1CCc2[nH]c3ccccc3c2C1 | -6%
63 | COc1ccccc1C(=O)NC1CCCc2ccccc21 (configuration not stated) | -6%
64 | CCOC(=O)c1ccc(NC(=O)NCc2cccnc2)cc1 | -7%
65 | CC(=O)N1CC(C)Sc2ccc(S(=O)(=O)NCCc3ccc(C)cc3)cc21 (configuration not stated) | -8%
66 | COc1cccc(CNS(=O)(=O)c2ccc3c(c2)N(C(C)=O)CCS3)c1 | -5%
67 | Cc1ccc(CNS(=O)(=O)c2c(C)[nH]c(C)c2C(=O)N2CCCC2)cc1 | -7%
68 | CN(Cc1ccccc1F)c1ncnc2sccc12 | -1%
69 | COc1ccc(NC(=O)N2CCCC(C(=O)NCc3ccccc3F)C2)cc1 (configuration not stated) | -14%
70 | CS(=O)(=O)c1ccc(NS(=O)(=O)c2ccc3ccccc3c2)cc1 | 4%
71 | O=C(NC1CCCC1)C(c1cccnc1)N(C(=O)c1csnn1)c1ccc(F)cc1 (configuration not stated) | -4%
72 | CCCC[C@H]1COCCS(=O)(=O)N1Cc1ccccc1F | -10%
73 | CCOc1ccccc1NC(=O)CCS(=O)(=O)c1cccc2nsnc12 | -8%
74 | O=C(O)c1ccc(N=Nc2c(O)[nH]c3ccc(Br)cc23)cc1 | -1%
75 | COCCN1C(=O)N(c2cccc(OC)c2)C(=O)C1CC(=O)Nc1cccc(F)c1 (configuration not stated) | -7%
76 | O=C(NCC(=O)N1CCCC1)c1ccccc1F | -5%
77 | O=[N+]([O-])c1cnc(Nc2ccc(Cl)cn2)c([N+](=O)[O-])c1 | -5%
78 | COc1cccc(/C=C2/Oc3ccccc3N(CC(=O)NCC3CCCO3)C2=O)c1 (configuration not stated) | -15%
79 | Cc1cc(-c2ccc(S(=O)(=O)N3CCN(C)CC3)s2)on1 | -12%
80 | CCOC(=O)c1ccc(NC(=S)N2CCN(C)CC2)cc1 | -8%

Of the compounds above, 12 have a Cl atom:
entry | Compound | LYP inhibition
1 | CN1C(=O)C(C)(C)c2cc(S(=O)(=O)N3CCCC(C(=O)Nc4ccc(Cl)cc4)C3)ccc21 (configuration not stated) | -8%
3 | N#Cc1c(Cl)nsc1NCCN1CCOCC1 | -5%
7 | O=C(NCCN1CCOCC1)/C(=C/c1ccc(Cl)cc1)NC(=O)c1ccccc1 | -1%
13 | Cc1csc(=O)n1CC(=O)OCC(=O)Nc1cc(Cl)ccc1[N+](=O)[O-] | -8%
22 | COc1ccccc1C(C#N)c1cccc(Cl)n1 (configuration not stated) | -6%
26 | CC(C)CNS(=O)(=O)c1cc(C(=O)OCC(=O)N2CCOCC2)c(Cl)cc1Cl | -4%
27 | NC(=O)[C@@H]1CCCN1C(=O)c1ccc2nc(Cc3cccc(Cl)c3)oc2c1 | -4%
29 | O=C(CCS(=O)(=O)Cc1ccccc1F)NCCc1ccc(Cl)cc1 | 1%
31 | COc1ccc(OCc2cc(C(=O)NC(C)Cc3cnccn3)no2)c(Cl)c1 (configuration not stated) | -7%
38 | COc1ccc(C(=O)OCCOc2cccc(Cl)c2)cc1S(=O)(=O)N1CCOCC1 | -13%
42 | O=C(CN1CCCN(S(=O)(=O)c2ccc(F)cc2)CC1)Nc1c(Cl)cccc1Cl | -12%
77 | O=[N+]([O-])c1cnc(Nc2ccc(Cl)cn2)c([N+](=O)[O-])c1 | -5%

Going on with the list:
entry | Compound | LYP inhibition
81 | O=C(NC1CCCCC1)c1ccc(-c2cccc([N+](=O)[O-])c2)o1 | -4%
82 | O=C1c2ccccc2C(=O)C1c1ccc(Cl)cc1 | -5%
83 | Cc1ccsc1C(=O)NCC(=O)OCc1ccccc1 | -2%
84 | O=C(Nc1ccc(NC(=O)c2ccccc2Br)cc1)c1ccccc1 | -1%
85 | CCOC(=O)C(C)Sc1nnc2c3ccccc3n(C)c2n1 (configuration not stated) | -11%
86 | COc1ccc(S(=O)(=O)N2CCN(C(c3ccccc3)c3ccccc3)CC2)cc1NC(C)=O | -8%
87 | CC1SCC(NC(=O)c2cccc(Cl)c2)CS1 (configuration not stated) | -7%
88 | O=C(CSc1nnc(-c2ccccc2O)o1)N1CCOCC1 | -13%
89 | O=C(CCCc1ccccc1)Nc1ccnn1C1CCN(Cc2ccc(CO)o2)CC1 | -5%
90 | O=C(NNC(=O)c1ccc([N+](=O)[O-])cc1)c1ccc(Br)cc1 | -8%
91 | CC(=O)N1CCC(C(=O)N2CCN(S(=O)(=O)c3ccc(Cl)s3)CC2)CC1 | -3%
92 | COC(=O)C1=C(C)N(CCCC(=O)O)C(=O)NC1c1ccc(Br)cc1 (configuration not stated) | 0%
93 | NC(=O)C1CCCN(C(=O)c2ccc3oc(Cc4ccc(Cl)cc4)nc3c2)C1 (configuration not stated) | -5%
94 | CC(=O)c1cnc2c(-c3ccccc3)c(-c3ccccc3)nn2c1C | -6%
95 | CCOC(=O)N1CCN(S(=O)(=O)c2ccc(C(=O)N(CCCN(C)C)c3nc4ccc(Cl)cc4s3)cc2)CC1 | -13%
96 | Cc1nn(C)cc1S(=O)(=O)N1CCN(c2ccccc2F)CC1 | -6%
97 | O=C(COc1ccc2c3c(c(=O)oc2c1)CCC3)N1CCN(c2ccc(F)cc2)CC1 | 3%
98 | CCNS(=O)(=O)c1ccc(CCC(=O)N2CCN(Cc3ccccc3)CC2)cc1 | -15%
99 | Cc1ccc(NC(=O)CN2C(=O)COc3ccc(S(=O)(=O)N4CCCC4)cc32)cc1C | -10%
100 | CN1CCN(c2ccc(NC(=O)CSc3nnnn3-c3ccccc3F)cc2)CC1 | -4%
101 | CSc1nccn1C(=O)c1ccccc1[N+](=O)[O-] | -12%
102 | NS(=O)(=O)c1ccc2nc(NC(=O)C3=COCCO3)sc2c1 | 2%
103 | CCOc1ccc(C(C(=O)NCC2CCCO2)N(C(=O)c2snc(C(N)=O)c2N)c2ccc(F)cc2)cc1 (configuration not stated) | 3%
104 | COc1ccc(CC(=O)NCc2ccccc2)cc1 | -5%
105 | COc1ccc(Cl)cc1NS(=O)(=O)c1cccc(C(=O)NCC(c2ccco2)N(C)C)c1 (configuration not stated) | -15%
106 | CC(C)[C@H](NC(=O)C1CC(=O)N(c2ccc3c(c2)OCO3)C1)C(=O)NC1CCCC1 (some centres not stated) | -5%
107 | COc1ccc2c(c1)C(C)CC(C)(C)N2C(=O)Nc1ccccc1 (configuration not stated) | -7%
108 | O=C(CCCC(=O)N(CC(=O)NC1CCCC1)c1cccc(F)c1)Nc1ccccn1 | -2%
109 | CC1CCCC(C)N1CC(O)COC1CCC(C(C)(C)C)CC1 (configuration not stated) | -2%
110 | CC(=O)c1ccc(Nc2nc(-c3cccnc3)cs2)cc1 | -6%
111 | COc1ccccc1OCCn1cc(C=O)c2ccccc21 | -3%
112 | Oc1cccc2ccc(N3CCOCC3)nc12 | -8%
113 | COc1ccc(/C=N/N2CCN(Cc3ccc(C)cc3)CC2)cc1Br | -10%
114 | Cc1cccc(NC(=O)CCN2C(=O)c3ccccc3C2=O)c1 | -6%
115 | O=[N+]([O-])c1ccc(S(=O)(=O)N2CCN(Cc3ccco3)CC2)cc1 | -5%
116 | Cc1ccc(S(=O)(=O)N2CCN(c3ccccc3)CC2)cc1C | -11%
117 | Cc1ccc(CN2C(=O)CSc3ccc(C(=O)NC4CC4)cc32)cc1 | -2%
118 | Cc1ccc(C(=O)NC(=O)CSc2nncn2C)cc1 | -2%
119 | CCC(C)NC(=S)Nc1ccc2nc(N3CCOCC3)cc(C)c2c1 (configuration not stated) | -4%
120 | CN(CC(=O)Nc1ccc(F)cc1)C(=O)c1cccc(S(=O)(=O)N2CCN(c3ccccc3)CC2)c1 | -3%
121 | Cc1ccc(Cl)cc1N(C(=O)c1csnn1)C(C(=O)NC1CCCC1)c1ccco1 (configuration not stated) | -11%
122 | O=C(Nc1ccccc1C(=O)Nc1ccccn1)c1cc(F)c(F)cc1Cl | -8%
123 | CC(C)C[C@H](NC(=O)c1nc[nH]c1C(=O)N[C@@H](CC(C)C)C(=O)OC(C)(C)C)C(=O)OCc1ccccc1 | 6%
